# Bioassay records deposited in PubChem BioAssay by several laboratories.
# DAGLB inh: blocks human DAGLB lipase activity; Q8NCG7; HEK293T DAGLB membrane lysate, EnzChek fluorogenic substrate; inhibition, % at 5.17 µM; 0.059% of 340,000 active; in the data active = inhibition above about 34%;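 also: 0% = enzyme with vehicle and 100% = wells lacking enzyme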
# Target sequence (Q8NCG7 whole entry, looked up): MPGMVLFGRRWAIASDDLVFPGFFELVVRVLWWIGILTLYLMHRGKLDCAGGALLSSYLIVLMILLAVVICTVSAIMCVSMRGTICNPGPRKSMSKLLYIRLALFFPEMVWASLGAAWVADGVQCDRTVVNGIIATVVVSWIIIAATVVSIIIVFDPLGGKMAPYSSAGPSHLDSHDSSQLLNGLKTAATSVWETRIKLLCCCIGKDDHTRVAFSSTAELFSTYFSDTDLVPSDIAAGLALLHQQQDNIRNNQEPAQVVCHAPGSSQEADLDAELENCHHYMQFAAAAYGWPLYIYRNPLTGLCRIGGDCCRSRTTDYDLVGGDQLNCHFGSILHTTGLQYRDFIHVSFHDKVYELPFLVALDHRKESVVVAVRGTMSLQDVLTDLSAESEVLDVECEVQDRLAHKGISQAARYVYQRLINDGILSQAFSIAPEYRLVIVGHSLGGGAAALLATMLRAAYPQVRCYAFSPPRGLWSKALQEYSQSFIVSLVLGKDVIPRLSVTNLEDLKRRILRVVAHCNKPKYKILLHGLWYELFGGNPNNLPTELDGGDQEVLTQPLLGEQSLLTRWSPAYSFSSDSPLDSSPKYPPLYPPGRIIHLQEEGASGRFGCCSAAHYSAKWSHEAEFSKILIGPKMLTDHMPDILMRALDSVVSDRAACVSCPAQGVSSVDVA
# PvdQ acylase: P. aeruginosa PvdQ acylase inhibition | purified PvdQ acylase, fluorescence plate reader | inhibition, % at 10 µM | 0.063% of 340,000 active | AID 488965; in the data active = inhibition above about 30%, passing the limit was not always enough;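 also: 0% = vehicle neutral wells and 100% = reference inhibitor wells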
# CAL PDZ FP: blocks peptide binding to human CAL PDZ domain | purified CAL PDZ, TMR-peptide fluorescence polarization, 1 h | inhibition, % at 20 µM | 0.02% of 330,000 active;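 active = highest replicate inhibition of at least 40%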;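 also: plate controls were DMSO neutral control wells for no effect and unlabeled competitor peptide control wells for full effect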
#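 Control set: unlabelled peptide and DMSO controls / Material: purified CerCALP PDZ construct / Timing: 1 h incubation at room temperature before polarization reading / Doses: 20 µM, one dose / Detection: fluorescence polarization (mP)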
# E coli growth: bacterial growth inhibition, counter-screen for AddAB inhibitors; E. coli V3065 growth, OD600 absorbance, 18 h; inhibition, % at 11.9 µM; 0.27% of 330,000 active; AID 449728;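 active = inhibition above the campaign's mean inhibition across all tested compounds plus 3 SD, cut at about 9.9% in these data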;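 also: uninfected addAB+ strain grown without phage in ampicillin broth; 0% = DMSO wells and 100% = ciprofloxacin 0.95 µg/ml wells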
# Tat transport: blocks Tat-dependent protein export in E. coli | E. coli MC4100 TorA-mCherry Tat export, fluorescence | inhibition, % at 10 µM | 0.036% of 340,000 active | AID 488895;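 active = mean replicate inhibition at least 50% and at least half of replicates individually reaching 50%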;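 also: exported cargo escapes ClpAP degradation while cytoplasmic cargo is degraded and loses fluorescence; 0% = median of neutral control wells and 100% = median of NaSCN control wells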
# PfHsp90 set2: reduces growth (ATP signal) of yeast expressing P. falciparum Hsp90; S. cerevisiae expressing PfHsp90, BacTiter-Glo ATP, 48 h; yeast lacking PDR1 and PDR3 efflux regulators; inhibition, % at 9.4 µM; 0.32% of 310,000 active;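 active = every replicate shows inhibition above about 80%, whatever the replicate mean, limit read from the data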;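 also: 0% = DMSO neutral controls and 100% = 20 µM radicicol positive controls; yeast relying on Plasmodium falciparum Hsp90 in place of its own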
# Rtt109 Vps75: blocks Candida albicans Rtt109/Vps75 acetyltransferase activity; inhibition, % at 34.9 µM; 0.16% of 330,000 active; purified Rtt109/Vps75, ThioGlo CoA-SH fluorescence, 4 h; Q5AAJ8;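 active = inhibition of at least 50% in every replicate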
# Target sequence (Q5AAJ8 whole entry, looked up): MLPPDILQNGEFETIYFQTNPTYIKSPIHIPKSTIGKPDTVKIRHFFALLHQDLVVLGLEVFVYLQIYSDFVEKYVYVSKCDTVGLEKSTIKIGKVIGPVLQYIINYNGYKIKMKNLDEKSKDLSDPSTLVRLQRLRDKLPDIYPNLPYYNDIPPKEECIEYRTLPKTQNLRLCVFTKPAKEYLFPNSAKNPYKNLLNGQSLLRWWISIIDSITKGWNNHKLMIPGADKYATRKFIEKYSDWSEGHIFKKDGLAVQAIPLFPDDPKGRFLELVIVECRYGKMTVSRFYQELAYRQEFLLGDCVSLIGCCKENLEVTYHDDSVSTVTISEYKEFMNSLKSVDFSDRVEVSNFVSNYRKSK
# AddAB inh: less growth of phage-infected E. coli with AddAB; E. coli expressing H. pylori AddAB, absorbance growth; inhibition, % at 11.9 µM; 0.29% of 330,000 active; AID 435030; in the data active = inhibition above about 12%;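 also: 0% = vehicle wells of infected cells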
# Wnt act: activates Wnt/beta-catenin signaling in a reporter cell assay. activator, plate reader. activation, % at 9.35 µM. 1.2% of 300,000 active; in the data active = activation above about 30%, passing the limit was not always enough;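 also: 0% = neutral control wells and 100% = positive control wells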
# phage Ecoli inh: E. coli growth loss with phage present | 0.26% of 360,000 active | inhibition, % at 11.9 µM | AID 651602 | growth absorbance; in the data active = inhibition above about 11%
# An asterisk follows results filed as active; . = not tested or not shown. Rows are unselected (roughly 1.9% active in at least one column).
SMILES,DAGLB inh,PvdQ acylase,CAL PDZ FP,E coli growth,Tat transport,PfHsp90 set2,Rtt109 Vps75,AddAB inh,Wnt act,phage Ecoli inh
CC(C)CC(=O)Nc1ccc2oc(-c3cccnc3)nc2c1,2,-20,-0.9,0.6,-8,20,-13,0.9,.,-0.3
O=[N+]([O-])c1ccc(Oc2ccc(S(=O)(=O)N3CCOCC3)cn2)cc1,-2,-5,-3.2,-0.6,-1,12,3,-0.7,-3,3.6
CN1CCC(=O)N([C@H](COc2ccccc2)Cc2ccccc2)CC1,0,-2,-1.5,1.7,6,-5,0,3.4,-1,1.8
Oc1ccccc1N=Nc1nc(-c2ccccc2)c(-c2ccccc2)[nH]1,38*,1,0.4,22*,-4,106*,6,28*,.,20*
CCCCNC(=O)N1CCN(c2ccccc2OCC)CC1,1,8,-0.2,0.3,5,17,14,3.7,4,4.0
Cn1c(=O)c(=O)n(C)c2cc(S(=O)(=O)NCc3ccc(Cl)cc3)ccc21,-2,-15,0.2,-0.7,6,-25,-5,1.7,3,3.5
O=C(CCNS(=O)(=O)c1ccccc1)NCCCSc1ccccc1,0,-9,-2.2,-0.9,-2,17,5,0.4,1,-0.4
CC(=O)NC12CC3CC(C1)CC(C(=O)Nc1cccc(S(=O)(=O)N4CCCCCC4)c1)(C3)C2,1,-13,-1.9,.,-10,24,4,.,-5,2.3
Cc1cc(NC(=O)C2CC(=O)N(c3cccc(Cl)c3)C2)no1 (stereo unspecified),1,-17,-2.7,-1.8,-10,15,-10,1.7,-2,0.9
COc1ccc(-c2onc3ccc(C(=O)/C=C/N(C)C)cc23)cc1,4,9,-2.8,-0.2,-3,-37,-6,-0.6,1,-0.7
Cc1nn(-c2ccccc2)c(C)c1/C=N\NS(=O)(=O)c1ccc(Cl)cc1,2,-7,-1.8,-2.5,11,-9,4,0.5,.,3.2
O=C(CC1C(=O)NCCN1Cc1ccccc1C(F)(F)F)NCCN1CCOCC1 (stereo unspecified),1,-4,-1.4,1.3,-1,0,-1,3.0,-1,3.4
CC(C)(C)CNC(=O)c1cccc2c1C(=O)c1ccc(-c3cc4ccccc4o3)cc1S2(=O)=O,0,9,-0.6,0.9,2,-2,1,3.7,-12,0.5
NC(=O)CSc1c[nH]c2ccccc12,-2,-9,0.2,-1.5,-6,5,-1,0.9,2,2.2
CCCN(CC(=O)Nc1ccccc1OC)C(=O)CNC(=O)c1ccc(C)s1,-1,1,-2.1,.,-1,8,16,.,1,3.2
Cc1cccc(N2CN(Cc3cccnc3)CNC2=S)c1C,1,-1,-2.1,0.2,-8,5,5,1.0,.,3.3
COc1ccccc1CNS(=O)(=O)c1cc2c3c(c1)CCN3C(=O)CC2,0,4,-2.1,-2.8,-5,-4,6,2.1,-2,5.1
CCCCOc1ccc(C(=O)NCC(=O)NCC(c2cccs2)N2CCOCC2)cc1 (stereo unspecified),1,-6,-1.1,-1.4,7,12,-7,-1.6,-1,0.8
CCc1nnc(NC(=O)CCC(=O)NC2CC2)s1,1,-10,-1.4,-1.1,2,4,-2,1.5,0,4.0
C/C(=N\N1CCN(c2ccccc2)CC1)c1cccs1,-5,-8,-0.8,-1.6,-1,-33,-1,3.5,7,-0.5
CN(Cc1ccccc1)C(=O)c1ccc(NC(=O)Cc2ccc(NC(=O)C3CCCN(C(=O)C4CCCC4)C3)cc2)cc1 (stereo unspecified),-2,-2,-1.7,.,7,4,2,.,-2,4.2
COc1ccccc1C(=O)Nc1nnc(-c2ccc(F)cc2)s1,0,-4,0.5,-1.2,16,6,0,1.3,13,1.3
COc1ccc(C([O-])=Nc2ccc[n+](-c3nc4ccccc4nc3NS(=O)(=O)c3ccccc3)c2)cc1,.,.,.,0.3,.,.,.,-0.2,-4,-1.8
O=C(C1CCN(Cc2ccccc2)CC1)N1CCN(C/C=C/c2ccccc2)CC1,0,-2,0.5,-1.4,18,-27,0,1.9,-5,-3.0
COc1ccc(CN(C(=O)c2snc(C(N)=O)c2N)C(C)C(=O)NCc2ccc(F)cc2)cc1 (stereo unspecified),2,-21,-2.6,-1.8,-1,-13,-6,1.0,-4,0.8
CCC(C)[C@H](NC(=O)N1CC(=O)Nc2ccccc21)C(=O)N[C@H](C(=O)O)c1ccccc1 (stereo partly specified),-1,-11,-1.9,-2.0,3,4,-13,-1.5,-1,0.5
CCOc1ccc(-c2nc(N)nc(C)c2-c2ccc(Cl)cc2)c(O)c1,-2,-9,.,-0.5,8,-75,-2,-2.6,3,-0.8
COc1ccc(NS(=O)(=O)c2ccc(C)c(C(=O)NCc3cccnc3)c2)cc1,1,1,0.9,0.2,-5,6,-3,0.8,-1,-0.3
NNC(=O)C1CC1(c1ccccc1)c1ccccc1 (stereo unspecified),0,-3,-0.8,-1.0,2,17,-4,0.4,-2,3.1
CCOC(=O)N1CCN(CCC(=O)Nc2cc(C)ccc2OC)CC1,2,-10,-0.2,-0.2,9,14,-11,-1.5,-3,-1.4
O=C(c1ccccc1-n1cccn1)N1CCc2c([nH]c3ccccc23)C1c1ccccn1 (stereo unspecified),.,-9,0.3,-1.8,0,-22,9,3.1,5,1.6
CN(CC(=O)Nc1ccc(F)c(F)c1F)C(=O)CC1OC(=O)c2ccccc21 (stereo unspecified),-1,6,-1.9,1.1,0,7,14,1.9,-2,-0.5
Cc1cccc(N=C2Sc3nc4c(C)c(C)ccc4cc3CN2CCN2CCOCC2)c1,0,4,-1.1,-2.0,-5,14,2,-1.8,0,1.5
CSCCC(NS(=O)(=O)c1ccc(Cl)cc1)C(=O)O (stereo unspecified),2,-8,-1.0,-0.1,-12,-21,4,-0.3,-1,2.0
COc1ccc(NC(=O)CS(=O)CC(=O)NCc2cccc(C(F)(F)F)c2)cc1 (stereo unspecified),-3,-15,-0.7,3.1,-1,.,-9,3.8,.,2.4
Clc1ccc(N=c2ssnc2Cl)nc1,-5,-11,-1.4,2.5,-25,120*,1,4.4,6,3.3
CCN1c2cccc3cccc(c23)S1(=O)=O,-2,-12,0.1,-0.4,-2,-10,-5,-0.9,.,2.0
COCCCNC(=O)c1c(N)n(-c2ccccc2)c2nc3ccccc3nc12,.,.,.,1.7,.,.,.,4.7,0,-3.7
COc1ccc(-c2[nH]c(-c3cccc(OC)c3)nc2SCC(=O)NCc2ccco2)cc1,3,-11,-0.7,0.2,9,11,15,-0.8,-2,1.4
N/C(=N\OC(=O)c1cccc2ccccc12)c1cccc([N+](=O)[O-])c1,-4,6,-0.3,-0.3,-6,-5,-1,2.1,0,1.6
Cc1csc(SCC(=O)Nc2ccccc2[N+](=O)[O-])n1,-3,4,.,-4.2,-12,-11,2,-0.8,-19,4.4
O=C(NC(=S)Nc1ccc(CN2CCCCC2)cc1)c1cccc(OCc2ccccc2)c1,-6,-11,-2.7,-2.7,9,28,-1,-0.9,-2,2.1
COc1ccc(NC(=O)CC2C(=O)N(C)C(=S)N2CCc2ccccc2F)cc1 (stereo unspecified),-5,-2,-1.5,2.2,-10,-6,-3,2.7,0,2.2
COc1ccc(CCNC(=O)COC(=O)Cc2cccc3ccccc23)cc1,-4,-17,-2.9,-0.4,2,-9,-4,0.2,.,4.2
CCCCCCCCc1nc(=S)[nH][nH]1,1,4,-2.2,-1.1,0,10,8,-1.1,.,2.2
COCCN(CCOC)Cc1c(C)[nH]c2c(C)c(C)ccc2c1=O,0,-5,-1.1,1.5,2,.,0,1.1,-2,2.5
CCOC(=O)C1CCN(C(=O)CCNC(=O)Cn2ccc3ccccc3c2=O)CC1,3,-6,-0.4,-1.7,1,0,-9,0.5,-5,-0.6
COc1ccc2c(c1)OC[C@H]1[C@H]2N2C(=O)CN(C)C(=O)[C@@]2(C)[C@H]1c1ccccc1,0,-4,0.5,-1.7,9,28,0,1.0,1,-1.2
O=C(NCc1cccnc1)C(=O)Nc1ccc([N+](=O)[O-])cc1,1,-14,-2.4,-3.2,-7,10,-1,-1.4,-1,2.5
Cc1ccc(C)c(NC(=O)CN2C(=O)COc3ccc(S(=O)(=O)N4CCCC4)cc32)c1,0,-19,-0.7,2.3,0,14,0,1.8,0,-1.3
CC(C)(C)S(=O)(=O)/C(C#N)=C/c1sccc1C1OCCO1,1,1,-0.1,1.2,6,0,-6,0.6,0,0.2
CCC(NC(=O)CCc1nnc(-c2cc(C)on2)o1)C12CC3CC(CC(C3)C1)C2 (stereo unspecified),1,-12,-2.8,1.7,-4,-43,6,0.5,4,3.5
CCc1ccc(N2C(=O)CC(N3CCC(C(=O)OC)CC3)C2=O)cc1 (stereo unspecified),-2,0,0.2,-1.7,-2,-17,-12,1.3,-1,1.3
CC(=O)NNC(=O)c1csc(-c2csc(C)n2)n1,-1,-9,0.3,-2.0,2,6,15,-1.8,1,1.9
CC(=O)N1CCc2c(sc(NC(=O)CCS(=O)(=O)c3ccccc3)c2C(N)=O)C1,1,-3,0.2,-1.7,5,8,6,-2.1,1,4.2
CN(Cc1ccon1)C(=O)CC1C(=O)NCCN1CC1CCCCC1 (stereo unspecified),-2,12,-0.9,0.3,-2,-2,4,-0.4,-1,5.3
O=C(CCn1nnc(-c2cccs2)n1)NCc1ccccc1Cl,-6,1,0.1,-0.4,3,0,10,3.7,-4,2.6
CN(C)S(=O)(=O)N1CCN(c2ccccc2Cl)CC1,-4,9,-2.2,-3.0,-2,2,1,2.9,0,2.4
Cc1nnc(C)n1N1C(=O)c2cccc3cccc(c23)C1=O,1,-5,-2.2,-0.7,-2,21,-31,-1.8,1,1.6
CCn1c(Cc2ccccc2)nnc1SCC(=O)Nc1nc(C)c(C)s1,2,-7,-1.8,0.9,13,-19,-1,-0.4,.,0.8

# Following part
SMILES,DAGLB inh,PvdQ acylase,CAL PDZ FP,E coli growth,Tat transport,PfHsp90 set2,Rtt109 Vps75,AddAB inh,Wnt act,phage Ecoli inh
CN1N=C(C(F)(F)F)CC1=O,0,-3,0.2,1.6,-4,12,8,0.9,0,1.7
CCc1ccc(C(=O)NNC(=O)CCN2CCN(Cc3ccccc3)CC2)cc1,-1,-13,1.0,-1.7,-2,15,5,0.1,3,2.0
C=CCOC(=O)C1=C(C)NC(=O)NC1c1ccc2c(c1)OCO2 (stereo unspecified),0,-2,-2.0,-1.2,-10,5,7,-0.7,1,4.6
CCCCCC1CC(CC#CCN2CCOCC2)C(=O)O1 (stereo unspecified),-2,-15,-1.6,1.4,-4,.,-23,-2.3,3,-1.7
CC(=O)c1c(C)[nH]c(C(=O)COC(=O)CCSc2ccccc2)c1C,-2,-9,-2.1,-0.9,-15,17,-2,3.9,.,4.3
CCc1ccc(S(=O)(=O)N2CCN(C(=O)c3cccnc3)CC2)cc1,2,-7,-0.8,-0.3,-3,2,-3,-3.3,4,2.9
CCOC(=O)c1[nH]nc(C(=O)c2ccc(Br)cc2)c1O,1,-16,-3.6,-1.4,-10,-56,0,2.5,.,3.5

# Fetched one by one from above, 4 records:
SMILES,DAGLB inh,PvdQ acylase,CAL PDZ FP,E coli growth,Tat transport,PfHsp90 set2,Rtt109 Vps75,AddAB inh,Wnt act,phage Ecoli inh
CCc1ccc(S(=O)(=O)N2CCN(C(=O)c3cccnc3)CC2)cc1,2,-7,-0.8,-0.3,-3,2,-3,-3.3,4,2.9
CCCCCC1CC(CC#CCN2CCOCC2)C(=O)O1 (stereo unspecified),-2,-15,-1.6,1.4,-4,.,-23,-2.3,3,-1.7
CN1N=C(C(F)(F)F)CC1=O,0,-3,0.2,1.6,-4,12,8,0.9,0,1.7
CCc1ccc(C(=O)NNC(=O)CCN2CCN(Cc3ccccc3)CC2)cc1,-1,-13,1.0,-1.7,-2,15,5,0.1,3,2.0
